Insulin prom up = insulin promoter activators in MIN6 cells, imaging, high-content screening, mouse beta cells | z-score at 5 µM | AID 1625, 2009 | MIN6 insulin promoter-GFP reporter; hits give high values | hit rate 0.3% among 190,000;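 active = z-score above 3 at 5 µM with at least 500 cells counted in the well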
T cell HTS = modulators of CD8 T cell-vesicle binding, primary screen, mouse 2C CD8+ T cells, flow cytometry; 2C CD8+ T cell-vesicle binding; hits give low values; calls only at 7 µM; hit rate 0.068% among 330,000;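 active = response, share of CD8 T cells binding vesicles, and their 90th percentile fluorescence all below set limits, cut at about 80% in these data, passing the limit was not always enough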
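Incubation: binding step 1.5 h, 37 °C, antibody labelling 20 min, ice; system: murine 2C transgenic CD8+ T lymphocytes; technique: cytometric PE anti-B7-1 and Alexa647 anti-CD8 signals after 1% paraformaldehyde fixation; also added: QL9-charged Drosophila Ld/ICAM-1/B7-1 vesicles; control set: naked versus QL9-loaded vesicles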
b-catenin transl = modulators of beta-catenin nuclear translocation, primary screen, imaging, HeLa cells, immunofluorescence, high-content. AID 1665, 2009. nuclear translocation activity, % at 5 µM. hit rate 0.3% among 190,000;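 active = nuclear translocation activity above 50% at 5 µM, with a well cell count of 50 or more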;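 note: per-cell ratio of nuclear to cytoplasmic median beta-catenin stain intensity; plate controls were DMSO negative control for no effect and GSK-3 inhibitor IX positive control for full effect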
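Read-out: Nuclear/cytoplasmic beta-catenin signal ratio, % activation | Assay system: Human HeLa cell line | Times: 24 h compound exposure at 37°C, 5% CO2 | Signal: Fluorescence imaging of beta-catenin antibody stain plus DAPI | Dosing: 5 µM primary, 0.02–20 µM confirmation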
Dynein transport = inhibitors of GR-EGFP nuclear translocation, primary screen, dynein cargo transport inhibitor project, imaging, high-content, 3617.4 mouse cells. z-score, hits read low. hit rate 0.47% among 220,000. test concentration mostly 20 µM; stimulated with dexamethasone, 1 µM; hits give low values. AID 1381, 2008;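 active = plate z-score of nuclear minus cytoplasmic receptor signal below a set negative limit, without overly bright fluorescence or cell loss, cut at about -3.5 in these data, passing the limit was not always enough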;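 note: z-score of nuclear minus cytoplasmic ring GR-EGFP intensity difference per well; some compounds called inactive have numbers as strong as hits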
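Medium: Induction medium lacking tetracycline, stripped serum | Probe or stimulus: 1.0 µM final dexamethasone stimulus | Schedule: 48 h induction, then 1 h compound, then 30 min agonist, 37 °C | Signal: Automated 10x imaging of fixed Hoechst-stained cells | Evaluation: Per-cell GR-EGFP intensity, nucleus versus surrounding cytoplasmic ring, well-averaged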
human PMI inhibition = inhibitors of human PMI, primary screen, biochemical, fluorescence intensity, coupled assay (AID 1209) | purified PMI enzyme, coupled fluorescence intensity; higher % means a stronger effect | inhibition, % at 20 µM; hits with a dose series show IC50 in µM | hit rate 0.42% among 190,000; in the data active = inhibition above about 50%;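 note: plate controls were DMSO vehicle for no effect and wells lacking substrate for full effect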
Myeloid diff 2 = induction of myeloid progenitor differentiation, primary screen, cell-based, flow cytometry, MLPCN library. ER-HoxA9 myeloid progenitors, lysozyme-GFP differentiation. AID 624256, 2012. calls only at 10 µM. hit rate 1% among 360,000;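 active = normalized GFP-positive differentiation at or above the plate's own cutoff, the solvent-only control mean plus 3 SD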;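 note: cells exposed to compound for four days before flow analysis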
TNAP activation fold = human TNAP enzyme activators, primary screen, biochemical, luminescent, no phosphate acceptor, uHTS (AID 1001). one-dose activation fold at 20 µM; EC50 in µM for titrated hits. hit rate 0.03% among 200,000. purified TNAP, luminescent activation assay, no phosphate acceptor; higher activation fold means a stronger effect. Alkaline phosphatase, tissue-nonspecific isozyme (Homo sapiens); in the data active = activation fold from about 3, or a potency from the dose series; inactive = the rest, 99 in 100 with activation fold below about 1.6; note: many of its hits are not listed in these tables
Lipid droplet = inhibitors of hepatocyte lipid droplet formation, primary screen, imaging, high-throughput imaging, BODIPY stain | AID 1656, 2009 | inhibition, % at 6.5 µM | AML12 mouse hepatocytes, oleate lipid droplets | hit rate 0.4% among 240,000;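 active = lipid droplet intensity inhibited by at least 50%, with more than 500 cells counted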
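material = mouse AML12 hepatocyte cell line, fixed after treatment | also added = 100 µM oleic acid challenge | doses = compound at 6.5 µM only | schedule = overnight exposure | technique = Image-based BODIPY and DAPI two-channel analysis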
MT stabilizer = microtubule stabilizers in HeLa cells, primary screen, imaging, high-content imaging; HeLa tubulin immunostaining HCS, 24 h; share of cells brighter than vehicle mean+2SD; % tubulin-high responders, % at 10 µM; hit rate 0.83% among 200,000;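 active = plate Z-score above 3 for both tubulin-high and condensed-nucleus cell shares, with cell loss under 80%, at 10 µM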;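 note: anti alpha tubulin signal scored within the nucleus-defined area of each cell; some results filed as inactive read as strong as hits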
Dynein transport cytoplasmic EGFP = second read-out of Dynein transport, no call of its own (marks repeat the call); z-score; measured here: cytoplasmic GR-EGFP intensity; hits give high values
Dynein transport nuclear GR-EGFP = second read-out of Dynein transport, no call of its own (marks repeat the call); z-score; measured here: nuclear GR-EGFP intensity;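 lower value marks the stronger effect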
Dynein transport cell count = recorded beside Dynein transport, whose call it bears; z-score; measured here: cell count per field
Insulin prom up cell count = also measured in Insulin prom up; calls as there; cell count; measured here: cytotoxicity, nuclei count;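 total cells summed across four imaged fields per well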
Lipid droplet cells 6.5 µM = also measured in Lipid droplet; calls as there; cell count; measured here: cell count, cytotoxicity flag;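 cells counted across two imaged fields per well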
b-catenin transl cell count 5 µM = also measured in b-catenin transl; calls as there; cell count; measured here: cell count, cytotoxicity flag
T cell HTS vesicle-bound % = second read-out of T cell HTS, no call of its own (marks repeat the call); double positive events, %; measured here: CD8+ vesicle-bound cell fraction;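 binding gate set so that unloaded-vesicle control wells show 10% double positive cells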
MT stabilizer Hoechst-high % = recorded beside MT stabilizer, whose call it bears; % Hoechst-high responders; measured here: nuclear condensation Hoechst responders;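 share of cells brighter than vehicle mean plus two SD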
MT stabilizer cytotoxicity % = second read-out of MT stabilizer, no call of its own (marks repeat the call); toxicity, %; measured here: cytotoxicity by cell density;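 0% = mean cell density of plate MIN control wells and 100% = no cells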
Myeloid diff 2 GFP+ MAC1+ % = further read-out of Myeloid diff 2, marked with its call; GFP+ MAC1+ double positive, %; measured here: differentiation confirmed by MAC1 staining
An asterisk follows results filed as active; i = inactive; . = no result given.

1	Cc1occc1C(=O)N/N=C/C=C\c1ccccc1[N+](=O)[O-]
2	O=C(NCCC1=CCCCC1)C1CCN(c2nc3ccccc3o2)CC1
3	COc1ccc(NC(=O)CSc2nc(N3CCCCC3)nc(N3CCCCC3)n2)cc1
4	C=CCn1nnnc1-c1cc(Cl)cc(Cl)c1
5	COc1cc(NC(=O)NCCN2CCN(c3ccc(Cl)cc3)CC2)ccc1C
6	CCCc1cc(C(N)=O)c(NC(=O)c2ccoc2C)s1
7	O=C(NC(=S)Nc1ccc(S(=O)(=O)Nc2ncccn2)cc1)c1ccc(Br)cc1
8	CC1=NN(c2ccccc2)C(=O)/C1=C\c1ccc(Oc2ccc([N+](=O)[O-])cc2[N+](=O)[O-])cc1
9	CCc1nnc(NC(=O)CCC(=O)N2CCN(C3CCCCC3)CC2)s1
10	COc1ccc(S(=O)(=O)N2CCOCC2)cc1Cl

entry no.	1	2	3	4	5	6	7	8	9	10
Insulin prom up	-0.42	1.26	.	-0.4	-0.5	-0.34	0.2	0.48	0.8	.
Insulin prom up cell count	1468	874	.	1186	1260	1258	1457	1546	1104	.
T cell HTS	i	i	i	i	i	i	i	i	i	i
T cell HTS vesicle-bound %	65.5	56.4	30.8	58.9	45.2	17.3	27.9	57.1	28.3	17.2
b-catenin transl	-3.2	.	.	-2.5	.	-0.4	-0.2	-1.5	2.0	-10.2
b-catenin transl cell count 5 µM	1064	.	.	1108	.	1078	1020	1075	770	1192
Dynein transport	-0.776	-0.793	-0.955	1.47	1.21	-1.3	0.296	-0.832	-1.05	-0.665
Dynein transport cytoplasmic EGFP	-0.271	-0.209	-0.182	-0.299	-0.201	-0.108	-0.178	2.06	-0.193	-0.25
Dynein transport nuclear GR-EGFP	-0.16	-0.117	-1.01	0.729	0.737	-1.18	0.472	0.669	-0.143	-0.139
Dynein transport cell count	0.384	0.624	0.94	-1.15	0.152	0.256	-0.624	-1.99	0.0384	1.77
human PMI inhibition	3.1%	12.0%	-4.6%	-16.5%	7.4%	23.2%	2.4%	19.0%	7.4%	-6.1%
Myeloid diff 2	i	i	i	i	i	i	i	i	i	i
Myeloid diff 2 GFP+ MAC1+ %	0.4	7.7	1.9	0.2	0.3	2.6	0.5	0.1	1.6	5.8
TNAP activation fold	1.1	1.1	1.1	1.1	1	1	1	1.1	1.1	1.2
Lipid droplet	15.7	14.9	.	8.3	-10.4	13.9	4.9	5.7	.	8.7
Lipid droplet cells 6.5 µM	673	802	.	687	716	701	721	556	.	767
MT stabilizer	3.6	1.5	2.9	3.4	1.9	2.9	3.3	4.1	5.7	3.6
MT stabilizer Hoechst-high %	1.7	2.1	1.7	2.9	1.3	2.3	1.8	2.5	2.4	1.5
MT stabilizer cytotoxicity %	7.7	10.2	4.1	5.2	5.8	2.4	6.7	5.1	10.1	7.0

11	O=C1Oc2ccccc2C(=O)/C1=C/c1ccccc1O
12	Cc1ccc(C(=O)c2oc3ccccc3c2N)cc1
13	CCCC(=O)Nc1cc(C(=O)O)ccc1Sc1ccccc1
14	CCOc1cc(/C=C2/NC(=O)N(CC(=O)Nc3cccc(C)c3)C2=O)ccc1OC
15	CCOc1ccc(/C=C2\C(=O)c3ccccc3OC2c2ccccc2)cc1 (stereo not drawn)
16	C=CCOc1c(Cl)cc(CNCCC)cc1Cl
17	O=C(NC1CCCCC1)C(c1ccc(Cl)cc1)N(C(=O)c1ccccn1)c1cccnc1 (stereo not drawn)
18	O=C(Nc1ccc(N2CCCCC2)c(Cl)c1)c1ccc2c(c1)OCCO2
19	O=C(NCc1ccccc1)c1cc[n+](Cc2ccccc2)cc1
20	C=C(C)Cn1c(-c2ccncc2)n[nH]c1=S

entry no.	11	12	13	14	15	16	17	18	19	20
Insulin prom up	0.73	-0.74	0.59	0.72	.	-0.13	-0.29	-1.24	-0.8	0.7
Insulin prom up cell count	1518	1056	1259	1398	.	736	1095	842	1348	1190
T cell HTS	i	i	i	i	i	i	i	i	i	i
T cell HTS vesicle-bound %	53.7	58.0	5.4	43.4	26.7	22.6	46.6	33.0	37.5	29.5
b-catenin transl	7.2	-0.9	-1.3	-1.3	.	.	-0.2	7.1	-0.3	2.3
b-catenin transl cell count 5 µM	655	1138	1077	1383	.	.	1513	1177	1047	1107
Dynein transport	-3.35	-0.362	-1.33	0.422	-0.485	0.127	-0.419	1.11	-0.478	1.21
Dynein transport cytoplasmic EGFP	0.759	-0.242	-0.275	-0.215	-0.232	-0.243	-0.174	-0.184	-0.351	-0.115
Dynein transport nuclear GR-EGFP	-0.689	-0.219	-0.986	0.796	-0.834	0.0628	-0.269	0.924	0.000426	0.717
Dynein transport cell count	0.565	0.345	1.02	0.589	1.1	0.503	-0.164	-0.465	0.218	-0.921
human PMI inhibition	-13.0%	-9.7%	-7.5%	9.4%	1.1%	-3.2%	.	8.4%	-6.7%	-15.0%
Myeloid diff 2	i	i	i	i	i	i	.	i	i	i
Myeloid diff 2 GFP+ MAC1+ %	0.2	0.6	0.2	0.7	0.2	1.2	.	0.4	1.9	0.4
TNAP activation fold	1	1.1	1	1.1	0.9	0.9	1	1.1	1.1	1
Lipid droplet	1.7	-0.4	6.9	.	.	.	-14.2	3.7	24.7	1.8
Lipid droplet cells 6.5 µM	806	630	697	.	.	.	677	737	701	728
MT stabilizer	6.9	3.3	1.4	3.6	35.6*	4.2	1.9	1.1	7.5	2.8
MT stabilizer Hoechst-high %	2.8	1.7	2.4	1.4	15.8*	3.3	2.5	0.4	1.3	2.4
MT stabilizer cytotoxicity %	15.9	4.5	4.0	9.0	35.0*	5.4	6.6	12.1	7.9	9.5

Next section; it opens with the two that closed the last part.
19	O=C(NCc1ccccc1)c1cc[n+](Cc2ccccc2)cc1
20	C=C(C)Cn1c(-c2ccncc2)n[nH]c1=S
21	CS(=O)(=O)NCc1ccc(C(=O)NCCOc2ccccc2)cc1
22	CC1CC(C)(C)NC(=S)N1CC(=O)N1CCN(Cc2ccc3c(c2)OCO3)CC1 (stereo not drawn)
23	COC(=O)C1=NN(c2ccc(C)cc2)C2(S1)SC(C(C)=O)=C(C)N2c1ccccc1 (stereo not drawn)
24	Nc1c(C(=O)O)cnn1-c1ccc([N+](=O)[O-])cc1
25	O=C(O)CCC(=O)NCc1cn(-c2ccccc2)nc1-c1cccc(Br)c1
26	C/C(CC1CC2=C(CC1(C)C)C(C)(C)CCC2)=N\NC(N)=S (stereo not drawn)

entry no.	19	20	21	22	23	24	25	26
Insulin prom up	-0.8	0.7	0.72	-0.51	.	0.11	0.01	-0.88
Insulin prom up cell count	1348	1190	1358	1186	.	1089	1246	844
T cell HTS	i	i	i	i	i	i	i	i
T cell HTS vesicle-bound %	37.5	29.5	25.4	17.0	25.6	43.5	4.0	28.1
b-catenin transl	-0.3	2.3	.	-0.9	-1.0	-0.1	-0.7	.
b-catenin transl cell count 5 µM	1047	1107	.	1060	1145	1320	1048	.
Dynein transport	-0.478	1.21	-0.0925	-0.227	-0.321	-1.28	0.176	0.647
Dynein transport cytoplasmic EGFP	-0.351	-0.115	-0.215	-0.31	-0.192	-0.178	-0.265	-0.247
Dynein transport nuclear GR-EGFP	0.000426	0.717	0.0275	0.22	-0.369	-0.306	0.155	0.566
Dynein transport cell count	0.218	-0.921	-0.262	0.05	0.932	1.3	0.791	-0.132
human PMI inhibition	-6.7%	-15.0%	11.0%	-2.6%	12.3%	.	8.1%	15.4%
Myeloid diff 2	i	i	i	i	i	i	i	.
Myeloid diff 2 GFP+ MAC1+ %	1.9	0.4	1.7	0.3	1.7	0.7	4.3	.
TNAP activation fold	1.1	1	1.1	1	1	.	1.1	1.1
Lipid droplet	24.7	1.8	13.4	7.1	-4.1	4.5	8.5	7.1
Lipid droplet cells 6.5 µM	701	728	763	672	763	690	604	784
MT stabilizer	7.5	2.8	2.7	2.1	3.9	.	6.2	0.8
MT stabilizer Hoechst-high %	1.3	2.4	1.3	2.6	2.4	.	2.2	1.8
MT stabilizer cytotoxicity %	7.9	9.5	3.4	3.5	5.1	.	4.1	8.9
